Bcl-B TR3 displacers – displacers of TR3 peptide from Bcl-B, primary screen, selectivity assay for Bfl-1 inhibitor project, biochemical, fluorescence polarization | one-dose displacement, % at 20 µM; IC50 in µM for titrated hits | AID 748, 2007 | actives 0.11% (n = 96,000) | FP displacement of FITC-TR3 peptide from Bcl-B; higher % means a stronger effect;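 active = displacement above 50% at 20 µM plus a fluorescence interference ratio under 1.5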;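 note: plate controls were wells without compound for no effect and wells lacking Bcl-B protein for full effect; a part of the inactive calls stands beside numbers as strong as those of hits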
IL1B NFkB inh – inhibitors of IL-1B driven NFkB p65 nuclear import, primary screen, imaging, HUVEC, IL-1B stimulus, high-content imaging; HUVEC IL-1B NFkB p65 nuclear translocation imaging; inhibition, % at 2 µM; actives 0.43% (n = 94,000); AID 796, 2007;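 active = inhibition above about 30% together with a positive call from visual inspection of the well image, limit read from the data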;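 note: nuclear over cytoplasmic p65 intensity ratio measured by imaging; 0% = IL-1B stimulated DMSO wells and 100% = unstimulated DMSO wells; values of inactives mirror those of a sister screen read the other way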
NFkB transloc pot – enhancers of NFkB p65 translocation in HUVEC – imaging, IL-1B stimulus, high-content imaging, primary screen; HUVEC IL-1B NFkB p65 nuclear translocation imaging; actives 0.3% (n = 94,000); AID 819, 2007; activation, % at 2 µM;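 active = activation above 40%, about the mean plus 3 SD, also judged a hit on visual image review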;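 note: percent activation is computed from the nuclear over cytoplasmic p65 intensity ratio; values of inactives mirror those of a sister screen read the other way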
MRP reversal – reversal of MRP1-mediated doxorubicin resistance, primary screen, H69AR cells, doxorubicin co-treatment; actives 0.04% (n = 85,000); AID 602, 2007; H69AR cells + 2 uM doxorubicin, CellTiter-Glo, 72 h; differential viability (reversal), % at 10 µM;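 active = viability drop by adding the cancer drug above about 55%, with treated viability meeting a 40% cutoff, limit read from the data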;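 note: viability without doxorubicin minus viability with 2 µM doxorubicin for each compound; larger differential means the compound sensitizes cells more to doxorubicin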
PLAP inhibitors HTS – PLAP enzyme inhibitors, biochemical, luminescence, HTS (AID 690); purified PLAP, luminescent substrate; higher % means a stronger effect; actives 0.08% (n = 96,000); one-dose inhibition, % at 20 µM; IC50 in µM for titrated hits; in the data active = a potency from the dose series; inactive = the rest, 99 in 100 with inhibition below about 30%; note: strong numbers were not always called active
MRP reversal cytotoxicity – further read-out of MRP reversal, marked with its call; viability, %; H69AR cells, CellTiter-Glo, 72 h; measured here: cytotoxicity without doxorubicin
MRP reversal with doxorubicin – recorded beside MRP reversal, whose call it bears; viability, %; measured here: viability with 2 uM doxorubicin; active compounds read low
IL1B NFkB inh cell count 2 µM – also measured in IL1B NFkB inh; calls as there; cell count; measured here: cells passing quality filter;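 raw number of nuclei counted in each imaged well without normalization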
NFkB transloc pot cell count 2 µM – second read-out of NFkB transloc pot, no call of its own (marks repeat the call); cell count; measured here: cells passing quality filter
* = called active by the depositor; · = no result given.

1: COC(=O)c1c(NC(=O)CN2CCN(c3ccccc3OC)CC2)c2cc(C)ccc2n1C
2: O=C(Nc1nncs1)c1cccc(S(=O)(=O)N2CCOCC2)c1
3: O=C(CSc1ccccc1)Nc1ccc(S(=O)(=O)NCC2CCCO2)cc1 (centres undefined)
4: CCCCn1c(=O)nc2n(-c3ccccc3)c3ccccc3cc-2c1=O
5: CC1CC(=O)c2cn3c(nc2C1)nc1ccccc13 (centres undefined)
6: CCCCCCn1c(N(CC)CC)nc2c1c(=O)[nH]c(=O)n2C
7: Cc1cccc(NC2=NC(=S)N(CC#N)C23CCCCC3)c1
8: CCN(CC)C(=O)c1sc2[nH]c(=S)n(-c3ccccc3)c(=O)c2c1C

compound no.	1	2	3	4	5	6	7	8
Bcl-B TR3 displacers	-33%	-3%	-1%	6%	1%	5%	·	4%
IL1B NFkB inh	3	5	-7	-92	-29	-21	-3	-6
IL1B NFkB inh cell count 2 µM	181	167	140	169	176	119	62	170
NFkB transloc pot	-3	-5	7	92*	29	21	3	6
NFkB transloc pot cell count 2 µM	181	167	140	169*	176	119	62	170
MRP reversal	-1	-10	9	·	-39	11	-1	·
MRP reversal cytotoxicity	29	100	103	·	42	84	75	·
MRP reversal with doxorubicin	30	110	93	·	81	73	75	·
PLAP inhibitors HTS	-41%	7%	-56%	-18%	3%	-4%	·	5%

9: COC(=O)COC(=O)c1ccc(Oc2nc(OC)nc(N(C)C)n2)cc1
10: CC1CCCN(C(=O)CSCC(=O)Nc2nc(-c3cccs3)cs2)C1 (centres undefined)
11: O=C(Cn1c(=O)oc2ccccc21)N1CCN(c2ccccc2)CC1
12: CC(=O)Nc1ccc(S(=O)(=O)NNC(=O)COc2ccc(C(C)(C)C)cc2)cc1
13: O=C(Nc1nc(-c2ccc3c(c2)OCO3)cs1)C1COc2ccccc2O1 (centres undefined)
14: Cc1cccc(NC(=O)Cn2c(=O)oc3ccccc32)c1
15: O=C(Cn1c(=O)oc2ccccc21)N1CCCCC1
16: COc1ccccc1OCC(=O)N1CCNC1=O

compound no.	9	10	11	12	13	14	15	16
Bcl-B TR3 displacers	-5%	12%	1%	-11%	1%	7%	-6%	2%
IL1B NFkB inh	-6	-25	-26	-1	·	2	15	8
IL1B NFkB inh cell count 2 µM	84	210	125	161	·	115	84	58
NFkB transloc pot	6	25	25	1	·	-2	-15	-8
NFkB transloc pot cell count 2 µM	84	210	125	161	·	115	84	58
MRP reversal	-9	-12	14	·	14	·	20	-2
MRP reversal cytotoxicity	94	84	107	·	95	·	70	95
MRP reversal with doxorubicin	102	96	93	·	81	·	50	97
PLAP inhibitors HTS	1%	7%	-9%	5%	2%	-2%	-2%	-12%

17: CC1CN(CN2C(=O)c3ccccc3C2=O)CC(C)O1 (centres undefined)
18: O=C(O)c1ccc(NC(CSCc2cccc(F)c2)C(=O)O)c([N+](=O)[O-])c1 (centres undefined)
19: CCOC(=O)C1CCCN(C(=O)c2cc(-c3ccccc3)on2)C1 (centres undefined)
20: CCOC(=O)N1CCC(NC(=O)c2ccc(CS(=O)(=O)c3ccc(OC)cc3)o2)CC1
21: Cc1ccc(OCC(=O)Sc2ccc(C)cc2)cc1
22: COc1cc(-c2nc3n(n2)C(c2cccc(OC)c2OC)C2=C(CCCC2=O)N3)cc(OC)c1OC (centres undefined)
23: CCN(CC)c1ccc2c(c1)OC(N)=C(C#N)C2c1cccnc1 (centres undefined)
24: COCCCn1c2nc3ccccc3nc2c2c(=O)n(Cc3ccc(Cl)cc3)c(C)nc21

compound no.	17	18	19	20	21	22	23	24
Bcl-B TR3 displacers	1%	-3%	-10%	11%	-6%	3%	-112%	4%
IL1B NFkB inh	-9	5	-3	6	-15	-35	-6	·
IL1B NFkB inh cell count 2 µM	143	199	182	67	175	64	39	·
NFkB transloc pot	9	-5	3	-6	15	38	6	·
NFkB transloc pot cell count 2 µM	143	199	182	67	175	64	39	·
MRP reversal	·	12	18	-10	-34	9	·	28
MRP reversal cytotoxicity	·	110	99	90	17	82	·	65
MRP reversal with doxorubicin	·	98	81	100	51	72	·	37
PLAP inhibitors HTS	3%	0%	-29%	0%	-5%	-2%	2%	-12%

Rewritten as tab-separated lines: entries from further up.
nr	molecule	Bcl-B TR3 displacers	IL1B NFkB inh	IL1B NFkB inh cell count 2 µM	NFkB transloc pot	NFkB transloc pot cell count 2 µM	MRP reversal	MRP reversal cytotoxicity	MRP reversal with doxorubicin	PLAP inhibitors HTS
8	CCN(CC)C(=O)c1sc2[nH]c(=S)n(-c3ccccc3)c(=O)c2c1C	4%	-6	170	6	170	·	·	·	5%
5	CC1CC(=O)c2cn3c(nc2C1)nc1ccccc13 (centres undefined)	1%	-29	176	29	176	-39	42	81	3%
16	COc1ccccc1OCC(=O)N1CCNC1=O	2%	8	58	-8	58	-2	95	97	-12%

Additional results follow.
25: COc1ccc(-n2cnc3cc(NCc4ccccn4)ccc32)cc1
26: Cc1ccc2cc(C#N)c(N3CCCN(C(=O)C4CCCO4)CC3)nc2c1 (centres undefined)
27: CS(=O)(=O)c1cccc(C(=O)NC(c2ccccc2)c2ccccc2)c1
28: COCCn1c(SCC(=O)N2CCCC2)nnc1C(C)C
29: Cc1nc(SCC(=O)Nc2c(C)n(C)n(-c3ccccc3)c2=O)[nH]c(=O)c1C
30: CCCn1c(=O)c2ccccc2n2c(SCC(=O)c3ccccc3)nnc12
31: O=C(NCCNC(=O)c1cccs1)c1ccco1
32: O=C1CC(c2ccccc2)CC(O)=C1C=NCCCO (centres undefined)

compound no.	25	26	27	28	29	30	31	32
Bcl-B TR3 displacers	1%	-7%	-1%	-10%	·	27%	-8%	8%
IL1B NFkB inh	10	-1	-23	-18	12	-6	-22	-3
IL1B NFkB inh cell count 2 µM	157	202	148	227	69	137	152	190
NFkB transloc pot	-10	1	23	18	-12	6	22	3
NFkB transloc pot cell count 2 µM	157	202	148	227	69	137	152	190
MRP reversal	17	5	·	3	-10	-7	26	-4
MRP reversal cytotoxicity	99	87	·	96	84	48	104	91
MRP reversal with doxorubicin	82	82	·	93	94	55	78	95
PLAP inhibitors HTS	5%	-32%	-19%	2%	·	-48%	17%	3%

33: OC1CCN(c2ncnc3c2nnn3Cc2c(F)cccc2Cl)CC1
34: Clc1cccc(-c2nnc(SC/C=C/c3ccccc3)n2Cc2ccco2)c1
35: O=S(=O)(c1ccc(N2CCOCC2)cc1)N1CCOCC1
36: COc1cccc2cc(C(=O)N3CCN(C45CC6CC(CC(C6)C4)C5)CC3)c(=O)oc12
37: Nc1nc(-c2cccs2)c(NC(=O)c2ccccc2)s1
38: O=C(NCCCN1CCN(c2ccccc2)CC1)Nc1ccccc1C(F)(F)F
39: Fc1ccc(CNc2cnccn2)cc1
40: Cc1ccc(C)c(S(=O)(=O)N2CCN(CC(=O)NC(=O)NCc3ccccc3)CC2)c1

compound no.	33	34	35	36	37	38	39	40
Bcl-B TR3 displacers	-2%	7%	-7%	13%	-3%	-1%	4%	-6%
IL1B NFkB inh	·	10	-10	2	1	-16	6	5
IL1B NFkB inh cell count 2 µM	·	101	124	115	202	55	122	104
NFkB transloc pot	·	-10	10	-2	-1	16	-6	-5
NFkB transloc pot cell count 2 µM	·	101	124	115	202	55	122	104
MRP reversal	0	-18	18	6	9	-2	·	·
MRP reversal cytotoxicity	91	68	87	98	90	76	·	·
MRP reversal with doxorubicin	90	86	69	92	81	78	·	·
PLAP inhibitors HTS	-59%	-19%	0%	-51%	9%	-68%	6%	-35%

41: CC1(C)CC(=O)c2sc(NC(=O)Cc3cccs3)nc2C1
42: O=C1Nc2ccccc2/C1=N\N=C\C1=C(N2CCOCC2)C(=C\c2ccccc2)/CC1
43: COCCn1c(CNc2ccc(F)cc2)nnc1SCC(=O)Nc1ccc(OC)cc1OC
44: CC(C)c1ccc(C2NC(=O)NC3=C2CCc2ccccc23)cc1 (centres undefined)
45: O=C(NCCc1ccccc1)c1ccc(=O)[nH]c1
46: Cc1ccc(C(=O)NCCNS(=O)(=O)c2ccccc2)cc1
47: O=C(NCc1ccc2c(c1)OCO2)C1CC(=O)N(C2CCCC2)C1 (centres undefined)
48: COc1ccccc1-c1nnc2sc(C3CCCCC3)nn12

compound no.	41	42	43	44	45	46	47	48
Bcl-B TR3 displacers	·	-12%	-2%	-9%	6%	-2%	0%	0%
IL1B NFkB inh	-1	2	-2	-10	2	-7	-4	·
IL1B NFkB inh cell count 2 µM	146	131	58	205	91	95	186	·
NFkB transloc pot	1	-1	2	11	-2	7	4	·
NFkB transloc pot cell count 2 µM	146	131	58	205	91	95	186	·
MRP reversal	5	·	3	1	-3	1	·	5
MRP reversal cytotoxicity	85	·	89	60	85	95	·	90
MRP reversal with doxorubicin	80	·	85	59	88	95	·	85
PLAP inhibitors HTS	·	-12%	-10%	-2%	-12%	8%	4%	8%

49: O=C(Nc1ccc2c3c(cccc13)CC2)c1ccc(Br)o1
50: O=C(COC(=O)c1ccccc1C(=O)N1CCN(c2ccccc2)CC1)Nc1ccc(F)cc1
51: Clc1ccc(-c2noc(CN3CCN(c4ccccc4)CC3)n2)cc1
52: CC(NC(=O)c1ccco1)C(c1cccs1)N1CCN(c2ccccc2)CC1 (centres undefined)
53: CC(=O)Nc1ccc(S(=O)(=O)N(C)c2ccccc2)cc1
54: CCN(CC)CCn1c(NCc2ccc(OC)cc2)nc2ccccc21
55: C[C@@H](C(=O)Nc1nc(-c2ccccn2)cs1)N1C(=O)C2CCCCC2C1=O (some centres undefined)
56: Cc1ccc(Cl)cc1N1CCN(C(=O)C2(S(=O)(=O)c3ccc(Cl)cc3)CC2)CC1

compound no.	49	50	51	52	53	54	55	56
Bcl-B TR3 displacers	-13%	38%	-6%	-4%	-6%	-8%	·	-5%
IL1B NFkB inh	0	-8	-4	·	·	-23	5	5
IL1B NFkB inh cell count 2 µM	168	68	94	·	·	140	156	172
NFkB transloc pot	0	8	4	·	·	23	-5	-5
NFkB transloc pot cell count 2 µM	168	68	94	·	·	140	156	172
MRP reversal	13	7	17	-1	-9	-8	·	-32
MRP reversal cytotoxicity	94	91	96	96	91	68	·	52
MRP reversal with doxorubicin	81	84	78	98	100	76	·	84
PLAP inhibitors HTS	30%	-54%	16%	-25%	4%	-7%	-244%	-62%

A few values from the results shown.
MRP reversal with doxorubicin, `CC(NC(=O)c1ccco1)C(c1cccs1)N1CCN(c2ccccc2)CC1` (centres undefined) → 98
PLAP inhibitors HTS, `O=C(COC(=O)c1ccccc1C(=O)N1CCN(c2ccccc2)CC1)Nc1ccc(F)cc1` → -54%

Remaining list, next part:
57: CN1CCN(S(=O)(=O)c2ccc(NC(=S)NC(=O)c3ccc(Cl)cc3)cc2)CC1
58: CCOC(=O)C1=C(N)OC2=C(C(=O)CC(C)(C)C2)C1C1CCCCC1 (centres undefined)
59: O=C(NCCN1CCOCC1)c1cc(-c2ccc(F)cc2)on1
60: O=C(CSc1nc2ccccc2o1)Nc1ccc(Cl)cc1
61: COCc1cc(=O)[nH]c(/N=C(\N)Nc2ccc(Oc3ccccc3)cc2)n1
62: O=C(NNS(=O)(=O)c1cc(Cl)cc(Cl)c1)c1sccc1-n1cccc1
63: O=C1CNC(=O)/C1=C\N1CCCCC1
64: O=C(O)c1cn(-c2ccc(F)c(F)c2)c2c(F)c(F)c(F)c(F)c2c1=O
65: Cn1c(=O)c2c(nc(N3CCN(c4ccccn4)CC3)n2Cc2ccc(Cl)cc2Cl)n(C)c1=O
66: Cc1nc(SCC(=O)c2ccccc2)n[nH]1

compound no.	57	58	59	60	61	62	63	64	65	66
Bcl-B TR3 displacers	-2%	-10%	-10%	2%	-4%	-3%	-8%	-5%	-3%	0%
IL1B NFkB inh	-14	8	4	18	·	-4	·	-6	10	8
IL1B NFkB inh cell count 2 µM	158	100	133	139	·	151	·	127	159	82
NFkB transloc pot	14	-8	-4	-18	·	4	·	6	-10	-8
NFkB transloc pot cell count 2 µM	158	100	133	139	·	151	·	127	159	82
MRP reversal	·	·	23	-11	13	·	12	·	-2	-7
MRP reversal cytotoxicity	·	·	103	88	83	·	105	·	61	98
MRP reversal with doxorubicin	·	·	79	99	69	·	92	·	63	105
PLAP inhibitors HTS	-24%	-4%	-11%	17%	-71%	-22%	10%	-1%	-1%	-116%

Some of the compounds tested; rates above refer to the full screens.
